# Screening results as filed in PubChem BioAssay.
# MrgX1 agonist: activates human MrgX1 receptor signaling. B-score at 10 µM. MrgX1-HEK293 cells, Fluo-4 calcium fluorescence, agonist mode; stronger effect = higher value. 310,000 compounds, 0.44% hits. Q96LB2;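 active = calcium response B-score plate-corrected fluorescence ratio at least 3 library SD, with starting fluorescence B-score inside 5 SD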
# Target sequence (Q96LB2 whole entry, looked up): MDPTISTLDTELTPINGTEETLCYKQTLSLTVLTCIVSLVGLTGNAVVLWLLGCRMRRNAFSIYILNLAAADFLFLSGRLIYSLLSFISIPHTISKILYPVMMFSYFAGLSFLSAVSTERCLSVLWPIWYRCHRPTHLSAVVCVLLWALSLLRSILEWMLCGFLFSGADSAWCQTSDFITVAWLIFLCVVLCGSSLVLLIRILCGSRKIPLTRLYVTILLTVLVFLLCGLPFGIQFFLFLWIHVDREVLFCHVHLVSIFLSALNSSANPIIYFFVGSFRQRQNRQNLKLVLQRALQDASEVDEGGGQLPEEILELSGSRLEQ
#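 System – MrgX1-expressing HEK293 cells · Incubation – cells plated overnight, dye loaded 0.5 h 37 °C, 0.5 h room temperature · Technique – kinetic Fluo-4 NW fluorescence of intracellular calcium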
# TMEM16A act: activates or potentiates the mouse TMEM16A chloride channel; Q8BHY3; 340,000 compounds, 0.3% hits; AID 623877; B-score at 10 µM; HEK293 TMEM16A/YFP-H148Q/I152L, iodide quench fluorescence; stronger effect = lower value;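 active = fluorescence-ratio B-score plate-corrected deviation score at least 3 library SD below zero, with starting fluorescence score within 5 deviations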;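 also: channel opened by trigger with iodide after compound preincubation; score built on the fluorescence ratio of max minus min over baseline; more negative score means more quench and so TMEM16A activation or potentiation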
# MrgX1 PAM: allosterically activates human MrgX1 receptor signaling; Q96LB2; MrgX1-HEK293, Fluo-4 calcium flux, FDSS; stronger effect = higher value; B-score at 10 µM; 310,000 compounds, 0.63% hits;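 active = plate-corrected calcium response at least 3 library SD above typical, normal starting fluorescence, not activating the receptor alone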;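 also: compound read alongside a low EC10 to EC30 dose of BAM8-22 agonist; peak minus trough fluorescence over baseline measured at the second addition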
# TRPC6 activator: activators of mouse TRPC6 channel | HEK293-TRPC6 membrane potential dye fluorescence; stronger effect = higher value | B-score at 10 µM | 310,000 compounds, 0.13% hits;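 active = B-score of the integrated fluorescence ratio above library mean plus 3 SD, and starting fluorescence ratio within library mean plus 5 SD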;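 also: higher score means more depolarization so channel activation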
# RGS4 inh: human RGS4 inhibition | AID 463165 | HEK293 M3R/RGS4 inducible, Fluo-4 calcium flux; stronger effect = higher value; triggered by carbachol at its EC20 | P49798 | B-score at 10 µM | 310,000 compounds, 0.45% hits;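 active = B-score, a plate-corrected calcium signal, over three deviations above library mean, with baseline fluorescence within five deviations of library mean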;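 also: RGS4 expression induced by doxycycline in cells with stable M3 receptor; B-score is computed from the integrated fluorescence ratio over baseline after carbachol; higher B-score means a larger calcium signal and so more RGS4 inhibition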
# Target sequence (P49798 whole entry, looked up): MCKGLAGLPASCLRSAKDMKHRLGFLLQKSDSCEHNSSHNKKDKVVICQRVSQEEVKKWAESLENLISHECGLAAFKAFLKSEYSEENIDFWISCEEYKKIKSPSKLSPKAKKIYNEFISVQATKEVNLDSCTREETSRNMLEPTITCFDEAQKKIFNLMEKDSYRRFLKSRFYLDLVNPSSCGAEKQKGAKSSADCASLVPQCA
# TMEM16A inh: mouse TMEM16A channel inhibition, primary screen | 310,000 compounds, 1.2% hits | HEK293 TMEM16A/YFP iodide influx fluorescence, ionomycin | normalized B-score (activity score, 25-100; higher = stronger inhibition) at 10 µM | Q8BHY3;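 active = ratio plate-corrected score three or more library SD toward inhibition, starting fluorescence score within five deviations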;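 also: score derived from kinetic fluorescence span divided by baseline fluorescence per well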
# RGS4 act: RGS4 potentiation or activation; HEK293 M3R/inducible RGS4, carbachol calcium flux Fluo4; stronger effect = lower value; B-score at 10 µM; 310,000 compounds, 0.92% hits;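 active = B-score of the integrated calcium signal more than 4 SD below the library mean, with starting fluorescence not abnormally high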;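 also: negative B-score means reduced calcium response which marks RGS4 activation or potentiation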
#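 test system = HEK293 cells with stable M3R and inducible RGS4 | schedule = recording 10 s baseline at 1 Hz, 100 s post-agonist | technique = Fluo4-AM (2 µM) calcium-flux fluorescence, kinetic read | measure = Agonist-evoked peak-minus-minimum fluorescence over baseline, integrated ratio, B score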
# SKKanGAS inh: blocks kanamycin growth of S. pyogenes SKKanGAS strain; inhibition, % at 7.5 µM; BacTiter-Glo, 6 h; 300,000 compounds, 1.3% hits; AID 1662;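 active = mean replicate score, as percent of positive control median, at least 50; inconclusive = mean below 50 but one replicate at or above 50; inactive = mean and every replicate below 50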;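 also: strain carries kanamycin resistance gene driven by streptokinase promoter and grows in 40 µg/ml kanamycin; loss of luminescence reflects streptokinase promoter inhibition or plain growth inhibition; 0% = median of DMSO wells and 100% = positive control at its reference dose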
# TRPC6 inhibitor: mouse TRPC6 channel inhibition; Q61143; HEK293-TRPC6, membrane potential dye, ACh-evoked depolarization; stronger effect = lower value; B-score at 10 µM; 310,000 compounds, 1.1% hits; AID 2553;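 active = B-score under library mean minus 3 SD, initial fluorescence not abnormally high, positive integrated signal ratio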;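 also: B-score derived from integrated fluorescence ratio over the kinetic read; more negative B-score means stronger inhibition of depolarization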
# HDAC3 inh: inhibitors of human histone deacetylase 3. recombinant HDAC3, fluorogenic peptide/trypsin coupled, fluorescence. inhibition, % at 8.3 µM. 320,000 compounds, 0.15% hits. AID 2718; in the data active = inhibition above about 26%, passing the limit was not always enough; inconclusive = no clear call, values can overlap the other calls
# Target sequence (O15379 whole entry, looked up): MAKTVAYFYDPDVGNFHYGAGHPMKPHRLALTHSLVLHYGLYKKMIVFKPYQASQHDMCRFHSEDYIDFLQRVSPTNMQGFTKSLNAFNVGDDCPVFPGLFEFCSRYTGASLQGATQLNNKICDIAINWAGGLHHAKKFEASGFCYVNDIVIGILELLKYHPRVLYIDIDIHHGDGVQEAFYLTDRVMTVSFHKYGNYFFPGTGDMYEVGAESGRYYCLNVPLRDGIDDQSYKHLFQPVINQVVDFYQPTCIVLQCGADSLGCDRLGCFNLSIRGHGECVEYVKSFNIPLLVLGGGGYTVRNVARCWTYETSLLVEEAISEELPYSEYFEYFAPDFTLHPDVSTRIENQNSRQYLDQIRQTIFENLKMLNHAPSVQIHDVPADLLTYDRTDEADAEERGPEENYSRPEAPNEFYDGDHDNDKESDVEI
# MrgX1 antagonist: human MrgX1 receptor antagonism, primary screen; Q96LB2; MRGX1-HEK293 calcium flux, Fluo-4, BAM8-22 antagonism; stronger effect = lower value; B-score at 10 µM; 310,000 compounds, 1.3% hits;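 active = calcium-response B-score plate-corrected more than 3 library SD below zero, starting fluorescence within 5 deviations, no agonist response on first addition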;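 also: peak minus trough fluorescence over baseline after final BAM8-22 challenge near maximal dose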
# * hit, by the source's call; i = inactive; ? = inconclusive; . = not tested or not shown. This is a random part of the collection; about 6.7% have a hit in one of these screens.
item	Molecule	MrgX1 agonist	TMEM16A act	MrgX1 PAM	TRPC6 activator	RGS4 inh	TMEM16A inh	RGS4 act	SKKanGAS inh	TRPC6 inhibitor	HDAC3 inh	MrgX1 antagonist
1	OCC(O)/C=N/Nc1nc(Nc2ccccc2)nc(Nc2ccccc2)n1 (stereo unspecified)	i	i	i	i	i	i	i	17	i	1	i
2	O=[N+]([O-])c1nn(-c2ccc3c(c2)OCCO3)n(O)c1=NC1CCCCCC1	i	i	i	i	i	i	i	7	i	4	i
3	CC/C(O)=C1\C(=O)CC(c2ccccc2)CC1=NCCC(=O)O (stereo unspecified)	i	i	i	i	i	i	i	-2	i	1	i
4	COCCN(CC(=O)NCc1ccc(F)cc1)C(=O)CCC(=O)Nc1nccs1	i	i	i	i	i	i	i	1	i	-3	i
5	Cc1csc(NC(=O)c2ccc(=O)[nH]c2)n1	i	i	i	i	i	i	i	9	i	1	i
6	Cc1c(N/C=C/C(=O)C(F)(F)F)c(=O)n(-c2ccccc2)n1C	i	i	i	i	i	i	i	1	i	1	i
7	COc1cccc(N2C(=O)C(O)=C(C(C)=O)C2c2ccc(OC)c(OC)c2)c1 (stereo unspecified)	i	i	i	i	i	i	i	.	i	-1	i
8	CCOC(=O)c1ccc(NC(=S)NCCc2ccc(F)cc2)cc1	i	i	i	i	i	i	i	-4	i	0	i
9	Cc1ccc(C)c(S(=O)(=O)N2CCN(C(=O)Cc3c(F)cccc3Cl)CC2)c1	i	i	i	i	i	i	i	23	i	3	i
10	CCSC1=C(C#N)C(c2ccc(C)o2)CC(=O)N1 (stereo unspecified)	i	i	i	i	i	i	i	-9	i	6	i
11	Cc1cc(NS(=O)(=O)c2ccccc2)no1	i	i	i	i	i	i	i	-1	i	-3	i
12	CN(C)c1ccc(-n2cccc2/C=C/[N+](=O)[O-])cc1	i	i	i	i	i	i	i	-6	i	0	i
13	CCOc1cc(C(=O)NCCc2ccc(S(N)(=O)=O)cc2)cc(OCC)c1OCC	i	i	i	i	i	i	i	2	i	-5	i
14	O=C(O)/C=C\c1cc2c(cc1[N+](=O)[O-])OCO2	i	i	i	i	i	i	i	-19	i	5	i
15	Cc1ccccc1-c1nnc(Cc2ccccc2)o1	i	i	i	i	i	i	i	-2	i	-3	i
16	Cc1ccccc1OCC(=O)Nc1cnn(CCCC(=O)O)c1	i	i	i	i	i	i	i	-4	i	-2	i
17	CC(=O)c1ccccc1NC(=O)CN1C(=O)CS/C1=C\c1nc(-c2ccc(C)cc2)cs1	i	i	i	i	i	i	i	-14	i	6	i
18	C=C1SC(=Nc2c(C)cccc2Cl)N(C(=O)c2sc3ccccc3c2Cl)C12CCCCC2	i	i	i	i	i	i	i	2	i	0	-5.1*
19	C/C(=N\NC(=O)c1ccccc1C)c1ccc(N2CCOCC2)cc1	i	i	i	i	i	i	i	6	i	?	i
20	Cc1cccc(C)c1NC(=O)CN(C)C(=O)c1cccc(NS(=O)(=O)c2ccccc2)c1	i	i	i	i	i	i	i	-3	i	2	i
21	COc1cccc(Nc2nc(N)nc(-c3oc4ccccc4c3C)n2)c1	i	i	i	i	i	i	i	7	i	4	i
22	O=C(NC1CCCC1)C(c1ccc(F)cc1)N(Cc1ccccc1)C(=O)c1csnn1 (stereo unspecified)	i	i	i	i	i	i	i	5	i	2	i
23	O=c1c2c3c(sc2ncn1/N=C/c1ccco1)CCCC3	i	i	i	i	i	i	i	3	i	-4	i
24	COC(=O)c1cc(OC)c(OC)cc1NC(=O)C1CCCO1 (stereo unspecified)	i	i	i	i	i	i	i	0	i	-2	i
25	COc1ccc(OC)c(/C=C/C(=O)c2ccc(Cl)cc2)c1	i	i	i	i	i	i	i	-23	i	7	i
26	COc1ccc(S(=O)(=O)N2CC=C(C(=O)NC3CCCC3)CC2)cc1	i	i	i	i	i	i	i	12	i	-6	i
27	CN(C)c1cc[n+](CC(=O)Nc2ccccc2C(F)(F)F)cc1	i	i	i	i	i	i	i	-1	i	4	i
28	NC(=S)N/N=C/C=C/c1ccccc1	i	i	i	i	i	i	i	-1	i	9	i
29	O=C(Nc1ccccc1C(=O)N1CCCC1)c1ccccc1	i	i	i	i	i	i	i	-3	i	5	i
30	CCOC(=O)C(=Cc1ccc(-c2ccsc2C(=O)OC)o1)C(=O)OCC	i	i	i	i	i	i	i	4	i	3	i
31	CCOc1ccc(/C=N/NC(=O)c2cc3c(OC)cc(OC)cc3[nH]2)cc1OC	i	i	i	i	i	i	i	38	i	-3	i
32	CCn1nc(NC(=O)c2cccnc2)c2cc3cccc(C)c3nc21	i	i	i	i	i	i	i	-5	i	-7	i
33	COC(=O)c1c(NC(=O)CSc2nnnn2-c2ccccc2)sc2c1CCC(C)C2 (stereo unspecified)	i	i	i	i	i	i	i	2	i	-4	i
34	CCCNC(=O)NC(=O)CSc1nnc(-c2c[nH]c3ccccc23)o1	i	i	i	i	i	i	i	-3	i	5	i
35	COc1ccc(OC)c2[nH]c(=O)c(CCNC(=O)COc3ccccc3)cc12	i	i	i	i	i	i	i	0	i	0	i
36	CCCSc1nc2c(cnn2-c2ccc(C)c(C)c2)c(=O)[nH]1	i	i	i	i	i	i	i	7	i	2	i
37	CCCOc1ccc(-c2cn3ccccc3n2)cc1[N+](=O)[O-]	i	i	i	i	i	i	i	-5	i	4	i
38	CC(C)CC(NC(N)=O)C(=O)OCC(=O)Nc1ccc(SC(F)F)cc1 (stereo unspecified)	i	i	i	i	i	i	i	-2	i	3	i
39	COc1ccc(OCCC(=O)OCC(=O)NC(=O)NC(C)(C)C)cc1	i	i	i	i	i	i	i	-4	i	-6	i
40	O=C1c2ccccc2C(Nc2ccc(S(=O)(=O)N3CCOCC3)cc2)N1c1cccnc1 (stereo unspecified)	i	i	i	i	i	i	i	-1	i	-10	i
41	CCCCNC(=S)Nc1ccc(Oc2ccccc2)cc1	i	i	i	i	i	i	i	2	i	3	i
42	C#CCOCCOCCOCCNc1nc(N2CCN(C(=O)CCCCCCCCCCNC(=O)[C@H]([C@@H](C)CC)n3cc(CCCCCN)nn3)CC2)nc(N2CCN(C(=O)CCCCCCCCCCNC(=O)[C@H](CO)n3cc(CCCCCN)nn3)CC2)n1	108*	-17*	i	.	.	25*	.	.	.	11	i
43	CCN1CCN(S(=O)(=O)c2cccc(S(=O)(=O)N3CCOCC3)c2)CC1	i	i	i	i	i	i	i	11	i	-2	i
44	COc1ccc(-c2noc(N3CCC(C(=O)NCCCN4CCCCC4)CC3)n2)cc1	i	i	i	i	i	i	i	1	i	.	i
45	Nc1c(C(=O)Nc2ccccc2)sc2nc(-c3ccco3)ccc12	i	i	i	i	i	i	i	18	i	-11	i
46	Cc1cc2[nH]c(=O)cc(-c3ccccc3)n2n1	i	i	i	i	i	i	i	3	i	-8	i
47	COc1ccc2c(C(=O)c3ccc(C)cc3)n(CCC(N)=O)[n+]([O-])c2c1	i	i	i	i	i	i	i	-2	i	0	i
48	Cc1cc(OCC(=O)NCCc2ccc(S(N)(=O)=O)cc2)c2c(C)cc(=O)oc2c1	i	i	i	i	i	i	i	11	i	-40	i
49	CC(C)CCNC(=O)/C=C/c1ccc(Br)cc1	i	i	i	i	i	i	i	5	i	-2	i
50	CC(C)OC(=S)N/C(=N\S(=O)(=O)c1ccccc1)c1ccccc1	i	i	i	i	i	i	i	-1	i	1	i

# (continued)
item	Molecule	MrgX1 agonist	TMEM16A act	MrgX1 PAM	TRPC6 activator	RGS4 inh	TMEM16A inh	RGS4 act	SKKanGAS inh	TRPC6 inhibitor	HDAC3 inh	MrgX1 antagonist
51	CCOc1ccc(C)cc1S(=O)(=O)NC1CCCCC1	i	i	i	i	i	i	i	0	i	8	i
52	Cc1c(OCc2ccc([N+](=O)[O-])cc2)ccc2c3c(c(=O)oc12)CCC3	i	i	i	i	i	i	i	-2	i	4	i
53	COC(=O)c1ccc(COC(=O)Cc2n[nH]c(=O)c3ccccc23)cc1	i	i	i	i	i	i	i	-6	i	-6	i
54	CCc1ccc(OCC(=O)NNC(=O)Cc2c(F)cccc2Cl)cc1	i	i	i	i	i	i	i	-4	i	-1	-6.9*
55	Cc1ccc(F)c([C@H]2[C@H]3C=CC[C@@H](C)[C@@H]3C(=O)N2Cc2ccccc2)c1	i	i	i	i	i	i	i	35	i	-2	i
56	Cc1cccc(COC(=O)Nc2ccc(NC(=O)c3ccccc3Cl)cc2)c1	i	i	i	i	i	i	i	7	i	-2	i
57	COc1ccc2[nH]c(=O)c(CN(CCc3cccc(C)c3)C(C)=O)cc2c1	i	i	i	i	i	i	i	1	i	3	i
58	Nc1nnc(CC(=O)N/N=C/c2ccc(-c3cccc(C(=O)O)c3)o2)s1	i	i	i	i	i	i	i	0	i	9	i
59	COc1ccc(NC(=O)Nc2ccc(Cc3ccncc3)cc2)c(OC)c1	i	i	i	i	i	i	i	-13	i	2	i
60	O=C(NCc1cccs1)c1cc(C2CC2)on1	i	i	i	i	i	i	i	-1	i	2	i
61	Cc1ccc(NC(=O)NCc2ccccn2)c(C)c1	i	i	i	i	i	i	i	.	i	4	i
62	Cc1ccc(Cc2nc3ccccc3[nH]2)cc1	i	i	i	i	i	i	i	2	i	0	i
63	CCOC(=O)C1=C(C)NC(=O)NC1c1ccc(OC)c(Cl)c1 (stereo unspecified)	i	i	i	i	i	i	i	-2	i	11	i
64	Cc1cc(=O)oc2cc(OCC(O)CN3CCN(c4ccccc4)CC3)ccc12 (stereo unspecified)	i	i	i	i	i	i	i	-1	i	.	i
65	CCOC(=O)C1CCN(c2c(NCCCN(CC)Cc3ccccc3)c(=O)c2=O)CC1	i	i	i	i	i	i	i	-3	i	6	i
66	CC(=O)N1c2ccc(S(=O)(=O)N3CCCCC3)cc2CC1C(=O)NCc1cccc(Cl)c1 (stereo unspecified)	i	i	i	i	i	i	i	3	i	-4	i
67	Cc1cccc(C)c1N1CCN(c2n[nH]c(N)n2)CC1	i	i	i	i	i	i	i	1	i	-5	i
68	Cc1c(Cl)cccc1NC(=O)c1cc(C2CC2)on1	i	i	i	i	i	i	i	-4	i	3	i
69	Cc1ccc(NC(=O)C(C)N=C2NS(=O)(=O)c3ccccc32)cc1F (stereo unspecified)	i	i	i	i	i	i	i	5	i	3	i
